Screens deposited in PubChem BioAssay by several laboratories.
sdo1 growth = compounds rescuing growth of sdo1-depleted yeast, bone marrow failure model. S. cerevisiae sdo1-depleted JHY4D growth rescue, OD600 30 h; hits give high values; pdr5 snq2 efflux-pump mutant strain. z-score at 10 µM. 140,000 compounds, 0.21% hits. AID 817;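 active = z-score above 3 at both the 24 hr and the 30 hr optical density reads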;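 note: z-score against mean and SD of all compound wells on the same plate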
INS promoter inh = TRM-6 insulin promoter activity inhibition. TRM-6 cells (human fetal islet line), insulin promoter-eGFP reporter, imaging; reporter expression induced with tamoxifen. inhibition, % at 2 µM. 130,000 compounds, 0.9% hits. AID 1273;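 active = inhibition above the mean plus 3 SD, with well images judged a real hit on visual review, cut at about 60% in these data, passing the limit was not always enough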
sdo1 growth Rescue 24 h = second read-out of sdo1 growth, no call of its own (marks repeat the call); z-score; S. cerevisiae sdo1-depleted JHY4D growth rescue, OD600; measured here: growth rescue at 24 h;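 0 is the plate mean of compound wells and units are plate SD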
* marks the source's active call; other numbers are inactive results; x = not tested or not shown.

SMILES	sdo1 growth	sdo1 growth Rescue 24 h	INS promoter inh
CC1=C(C(=O)Nc2ccc(C)cc2)C(c2ccc(C)o2)C2=C(CC(C)(C)CC2=O)N1 (configuration not stated)	0.69	0.48	-30.0
Cc1ccc(C(=O)N(c2ccccc2)C2CC(C)N(C(=O)c3ccco3)c3ccccc32)cc1 (configuration not stated)	-0.07	0.68	-3.2
Cc1cccc2c1N(CCOc1ccc(C(C)(C)C)cc1)C(=O)C2=O	-0.78	-0.89	x
CCN(CC)CCNC(=O)Cc1c(C(=O)O)n(CC)c2ccccc12	0.14	-0.08	x
O=C(CNC(=O)c1ccc(N2C(=O)c3ccccc3C2=O)cc1)OCC(=O)c1ccc(Cl)cc1	0.34	0.45	25.9
Cc1nn(C)cc1CNC(=O)Nc1ccc(Cl)c(Cl)c1	0.05	-0.09	x
Cc1ccccc1NC(=O)CCSc1nnnn1-c1ccccc1	0.21	-0.75	0.0
CCOC(=O)c1cnc(-n2nc(C)cc2C)nc1Nc1ccccc1OC	-1.79	-0.97	x
O=C(OCC(=O)N1CCc2ccccc2C1)c1ccc(N2CCOCC2)c([N+](=O)[O-])c1	-0.99	-1.55	x
O=C(O)c1ccccc1OCCOc1ccccc1	0.13	0.34	28.9

Full records as entered above.
O=C(OCC(=O)N1CCc2ccccc2C1)c1ccc(N2CCOCC2)c([N+](=O)[O-])c1 is listed as sdo1 growth = -0.99; sdo1 growth Rescue 24 h = -1.55; INS promoter inh = x
O=C(CNC(=O)c1ccc(N2C(=O)c3ccccc3C2=O)cc1)OCC(=O)c1ccc(Cl)cc1 is listed as sdo1 growth = 0.34; sdo1 growth Rescue 24 h = 0.45; INS promoter inh = 25.9
O=C(O)c1ccccc1OCCOc1ccccc1 is listed as sdo1 growth = 0.13; sdo1 growth Rescue 24 h = 0.34; INS promoter inh = 28.9

(more compounds)
SMILES	sdo1 growth	sdo1 growth Rescue 24 h	INS promoter inh
N#Cc1ccc2c(c1)nc1ccccn12	x	x	78.6*
Cc1ccc(-c2nc3ccccc3o2)cc1NC(=O)c1ccc2c(c1)OCO2	-1.83	-1.27	-20.6
Cc1c(C(=O)OCCOC(C)C)[nH]c2c1C(=O)CC(C)(C)C2	-0.31	-0.71	x
COc1ccccc1NC(=O)CN1CCN(c2ccc(Cl)cc2)CC1	-1.64	-0.58	18.2
O=C(CCC(=O)N1CCCc2ccccc21)N1CCN(S(=O)(=O)c2ccccc2)CC1	-0.17	0.25	-92.9
CN(C)CCCN(C(=O)CCOc1ccccc1)c1nc2ccc(F)cc2s1	x	x	5.9
CCOC(=O)c1ccc(N/C(=N/S(=O)(=O)c2ccccc2)c2ccccc2)cc1	-0.7	-0.48	-25.9
COc1ccc(C(=O)c2c(C(F)(F)F)oc3c2C(=O)c2ccccc2C3=O)cc1OC	-2.68	-1.9	25.0
COc1ccc(Cc2nnnn2CC(=O)O)cc1	1.05	0.33	x
S=C(NCCc1ccccc1)N1CCc2ccccc2C1	x	x	-50.0
Cc1nnc(SCC(=O)NCc2ccco2)n1Cc1ccccc1	0.6	-0.09	-6.9
C/C=C/c1ccc(OCCOCCOc2cccc3cccnc23)c(OC)c1	-1.84	-1.09	-86.7
O=C1NC(c2ccco2)Nc2ccccc21 (configuration not stated)	0.72	0.05	37.8
COc1ccc(-c2cc(C(F)(F)F)nc(NCc3cccnc3)n2)cc1	-1.76	-1.72	-5.7
COc1ccccc1N1CCN(/N=C/C=C\c2ccccc2[N+](=O)[O-])CC1	x	x	-38.9
O=C(Nc1ccccc1)N1N=C(c2ccc(F)cc2)CC1c1ccc(F)cc1 (configuration not stated)	-1.15	-0.27	62.1
CCNS(=O)(=O)c1ccc(C)c(-n2cnnn2)c1C	0.86	0.46	-388.9
CCOC(=O)c1c(NC(=O)c2csc(C)c2)sc(C(C)=O)c1C	x	x	25.0
Cc1[nH]nc2c1C(C(C)C)C(C#N)=C(N)O2 (configuration not stated)	0.39	1.43	x
CCC1CCCCN1C/C=C/c1ccccc1[N+](=O)[O-] (configuration not stated)	0.16	-0.02	x
O=C(NCc1nc2ccccc2[nH]1)c1ccc(S(=O)(=O)N2CCCC2)cc1	x	x	-233.3
COc1cccc(N(C(=O)c2ccn[nH]2)C2(C(=O)Nc3c(C)cccc3C)CCCCC2)c1	-1.09	-1.03	45.7
O=[N+]([O-])c1ccc(/C=C/c2ccc3ccccc3n2)cc1	x	x	-21.4
O=C(NCCc1ccccc1)C1CCC(Cn2c(=O)c3ccccc3n(Cc3cccc(F)c3)c2=O)CC1 (configuration not stated)	0	0.59	x
CCN1CC(=O)Nc2cc(S(=O)(=O)N3CCOCC3)ccc21	x	x	31.2
N#Cc1c(N)nc(SCC(=O)NCc2ccc3c(c2)OCO3)c(C#N)c1-c1cccs1	1.01	0.68	x
COc1ccc(-c2nnc(SCC(=O)NC3CCCc4ccccc43)n2N)cc1 (configuration not stated)	0.61	0.81	43.8
Cc1cc(=O)oc2cc(OS(C)(=O)=O)ccc12	0.93	0.46	20.6
COc1ccc(-n2c(CSc3nc(C)cc(C)n3)nnc2SCC(=O)Nc2nccs2)cc1	-0.17	-0.23	x
Cc1cc(C)c(C(=O)/C=C/c2cccc3ccccc23)c(=O)[nH]1	-0.28	-0.13	x
COCCNC(=S)N1CCc2cc(OC)c(OC)cc2C1COc1cc(C)cc(C)c1 (configuration not stated)	0.48	0.38	x
CCN1CCCC1CNC(=O)C(=O)Nc1ccc(OC)cc1 (configuration not stated)	1.7	1.63	x
Cc1cc(Cl)ccc1OCC(=O)NCC(=O)N/N=C/c1ccco1	x	x	35.7
Cc1ccc(-c2cc(C(=O)O)n[nH]2)o1	1.07	1.39	25.7
Cc1cccc(C(=O)c2cccc(C)c2)c1	-0.29	-0.6	0.0
Cc1ccccc1OCc1nnc(SC(C)C(=O)O)n1Cc1ccccc1 (configuration not stated)	x	x	-141.2
O=C1CC(NCc2ccncc2)C(=O)N1c1ccc(Cl)cc1 (configuration not stated)	-0.26	-0.53	x
COc1ccc(C(=O)O/N=C(\N)Cc2ccc(Cl)c(Cl)c2)cc1OC	-1.65	-1.28	-27.3
Cc1cc(C)cc(CSCC(=O)NN=C2CCCCCC2)c1	0.2	-0.26	-46.7
Cc1ccccc1C(OCC(O)CN1CCCCC1CCO)c1ccccc1 (configuration not stated)	0.63	0.47	-42.4
CC(=O)Oc1cc2oc(=O)cc(C)c2cc1OC(C)=O	1.82	2.54	x
CC(=O)Nc1nnc(-c2ccccn2)o1	0.94	1.75	x
CCOCCCNC(=O)C1CC(=O)N(C2CCCC2)C1 (configuration not stated)	0.64	0.14	0.0
Cn1cnnc1SCC(=O)N(Cc1ccc2c(c1)OCO2)C1(C(=O)NC2CCCCC2)CCCC1	-0.03	0.01	-7.1
O=[N+]([O-])c1cc(/C=N/O)ccc1Sc1ccccc1	-1.71	-0.83	14.3
CCN(CC)S(=O)(=O)c1ccc(N2CCOCC2)c(NC(=O)c2cc(C)cc(C)c2)c1	-0.47	-0.55	x
COc1ccc(CNC(=O)[C@H](C)[C@@H]2C[C@@]2(C)[C@@H](NC(=O)OCc2ccccc2)c2ccccc2)cc1OC	0.17	0.51	27.3
COC(=O)C1CC(=O)N(CCc2c[nH]c3ccccc23)C1 (configuration not stated)	0.22	0.01	x
CCCNC(=O)C(NS(=O)(=O)c1ccc2c(c1)c(=O)n(C)c(=O)n2C)c1ccccc1 (configuration not stated)	0.94	1.86	x
COc1cc2cc(CN(Cc3cccs3)C(=S)Nc3ccc(C)cc3)c(=O)[nH]c2cc1OC	-0.53	-0.04	-100.0
Continuation.
SMILES	sdo1 growth	sdo1 growth Rescue 24 h	INS promoter inh
COC(=O)C1=C(C)OC(N)=C(C#N)C1c1ccc(OC)c(OC)c1OC (configuration not stated)	1.75	2.06	-42.1
CC(c1cccnc1)N(CCN(C)C)C(=O)Nc1ccc(Cl)cc1 (configuration not stated)	-0.3	-0.98	x
CCC(C)C(NC(=O)c1ccccc1NC(=O)c1ccco1)C(=O)NNC(=O)c1ccc(OC)cc1 (configuration not stated)	-0.08	-0.34	-30.0
Nc1ncc(Br)cc1S(=O)(=O)NCCC(=O)Nc1cccc(Cl)c1	0.85	0.74	-25.0
O=C(NC1CCCCC1)c1cc2nc(-c3ccco3)cc(C(F)(F)F)n2n1	0.61	0.91	14.3
O=C(Cn1cnc2ccccc21)N/N=C/c1ccccn1	0.4	0.57	22.6
NC(=O)c1cccnc1Sc1ccc(Cl)cc1	0.55	0.08	-5.3
O=C(Nc1ccccc1N1CCN(C(=O)c2ccc(Cl)cc2)CC1)c1ccc2c(c1)OCO2	-1.2	-0.63	-19.4
Cn1nc(-c2ccc(Cl)cc2)c2cc(C(=O)NC3CC3)sc21	-1.72	-0.63	x
COc1ccc(N2CCN(C(=O)NC34CC5CC(CC(C5)C3)C4)CC2)cc1	0.02	0.66	x
Cc1ccc(SCC(=O)c2cc(C)c(OC(=S)N(C)C)c(C)c2)cc1	-0.57	-0.8	6.2
CC(=O)SC1CC2=CC(=O)CCC2(C)C2CCC3(C)C(CCC34CCC(=O)O4)C12 (configuration not stated)	x	x	14.3
C=CCN(CC=C)S(=O)(=O)c1ccc(NC(=O)COc2ccccc2OC)cc1	-0.32	-0.44	-52.6
O=[N+]([O-])c1ccc(S(=O)(=O)NCCc2cn3ccccc3n2)cc1	0.04	-0.02	17.1
O=C(NCCCN1CCCC1=O)Nc1ccc(F)c(Cl)c1	0.53	-0.29	-10.3
COC(=O)C(Cc1ccc(O)cc1)NC(=O)c1ccccc1 (configuration not stated)	0.43	-0.06	-28.6
Cc1noc(NS(=O)(=O)c2ccc(NC(=O)CC34CC5CC(CC(Br)(C5)C3)C4)cc2)c1C	0.62	-0.31	-16.7
Cc1cc(=O)[nH]c2c1c(=O)[nH]n2C1CC(C)N(C)CC1C (configuration not stated)	0.41	-0.61	-3.0
CCCCCNc1nc(N2CCCC2)c2c(c1C#N)CCN(C)C2	-0.78	-0.75	18.2
CCOC(=O)c1c(NC(C)=O)sc2c1C1CCN2CC1	x	x	50.0
CC(C)Oc1ccc(C2CC(=O)NC3=C2C(=O)CCC3)cc1 (configuration not stated)	1.75	1.39	-24.2
COCCCn1c(=N)c(C(=O)NCC2CCCO2)cc2c(=O)n3ccccc3nc21 (configuration not stated)	0.72	1.07	x
CC(=NCCCn1ccnc1)c1c(O)n(Cc2ccccc2)c(=O)[nH]c1=O	0.6	0.57	8.3
COC(=O)C1C/C(=N\NS(=O)(=O)c2ccc(C)cc2)c2sccc2C1 (configuration not stated)	0.4	0.31	-14.3
O=C(CSc1nc2c(sc3ccccc32)c(=O)n1CCCN1CCOCC1)NC1CCCC1	-0.84	-0.5	x
COc1cc2c(c(OC)c1OC)CC(=O)N(C)CC2	0.93	0.32	7.7
CC(=O)Nc1cccc(NC(=O)c2cc(C)on2)c1	-0.53	-0.53	58.6
COc1ccc(Nc2nc3ccc(C)cc3cc2C#N)c(OC)c1	0.17	1.64	x
COc1ccc(-c2noc(CCC(=O)N3CCN(c4cccc(C(F)(F)F)c4)CC3)n2)cc1	-0.2	0.19	-42.9
O=C(O)c1ccccc1Nc1cccc(C(F)(F)F)c1	-0.06	-0.44	13.6
Cc1ccc(C(=O)OCC(=O)c2c[nH]c3ccccc23)cc1S(=O)(=O)N1CCCCC1	0.5	0.39	-14.3
COc1cccc(CNC(=O)C2CCN(c3cnccn3)CC2)c1	1.38	1.01	16.7
C/C(=N/NC(=O)c1cccnc1)C1=C(O)CC(C)(C)CC1=O	x	x	16.7
O=C(Oc1ccc([N+](=O)[O-])cc1)c1ccc(Cl)c(S(=O)(=O)N2CCCCC2)c1	-0.33	-0.23	46.0
O=c1oc(-c2ccccc2)nc2sc3c(c12)CCCC3	-0.45	-0.38	-8.3
CCN(CC)S(=O)(=O)c1cccc2cc(C(=O)O)c(O)cc12	0.47	-0.24	x
COC(=O)c1ccc(C(=O)OC)c(NC(=S)N2CCCCC2C)c1 (configuration not stated)	0.41	-0.89	42.9
O=C(COc1ccccc1)NC(=S)Nc1ccc2c3c(cccc13)CC2	0.18	1.88	11.1
CS(=O)(=O)N1CCc2cc(C(=O)N3CCOCC3)ccc21	1.08	1.32	5.6
Cc1cc(NC(=O)CN2CCN(C/C=C/c3ccccc3)CC2)c([N+](=O)[O-])cc1C	-0.14	0.81	7.4

Shown field by field: part of the list above.
compound: S=C(NCCc1ccccc1)N1CCc2ccccc2C1
- sdo1 growth: x
- sdo1 growth Rescue 24 h: x
- INS promoter inh: -50.0

compound: Cc1nnc(SCC(=O)NCc2ccco2)n1Cc1ccccc1
- sdo1 growth: 0.6
- sdo1 growth Rescue 24 h: -0.09
- INS promoter inh: -6.9

(listing goes on)
SMILES	sdo1 growth	sdo1 growth Rescue 24 h	INS promoter inh
Cc1noc(C)c1C(=O)OCC(=O)NC(=O)NC12CC3CC(CC(C3)C1)C2	-0.38	-0.35	x
O=C(Nc1ccccc1)c1ccc2ccccc2n1	x	x	0.0
O=C1/C(=C/c2cccs2)Cc2ccccc21	6.63	2.73	x
CCOc1cc(N2CCOCC2)c(OCC)cc1NC(=O)CN1CCc2ccccc2C1	-0.99	-0.8	x
CCCn1c(N2CCN(C(=O)N3CCCCC3)CC2)nc2ccccc21	-0.02	0.44	x
CCC(C)NC(=O)CCn1c(-c2ccccc2)cc(C(C)=O)c1C (configuration not stated)	0.69	0.17	-66.7
CCCc1cc(=O)[nH]c(SCCOC(=O)c2ccccc2)n1	-0.67	-0.82	40.0
COc1cc(OC)cc(-c2nn[nH]n2)c1	0.34	-0.65	3.5
O=C(CSc1nc2cc([N+](=O)[O-])ccc2n1-c1ccccc1)NCc1ccc2c(c1)OCO2	0.02	0.66	x

Entries above containing bromine, in the order listed:
SMILES	sdo1 growth	sdo1 growth Rescue 24 h	INS promoter inh
Nc1ncc(Br)cc1S(=O)(=O)NCCC(=O)Nc1cccc(Cl)c1	0.85	0.74	-25.0
Cc1noc(NS(=O)(=O)c2ccc(NC(=O)CC34CC5CC(CC(Br)(C5)C3)C4)cc2)c1C	0.62	-0.31	-16.7

These rows are one share of the data; rates above refer to the full screens.
